Screens: PubChem, several laboratories
HTR5A inv ag: counter-screen for OPRM1-OPRD1 inverse agonists: human HTR5A inverse agonism. HTR5A cell line, luminescence. inhibition, % at 9.3 µM. 340,000 tested, 0.083% active; in the data active = inhibition mostly above about 23%, no sharp cut-off; inactive = mostly below about 18%;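 note: 0% = cells with DMSO and 100% = no-cell wells with DMSO; some compounds called inactive have numbers as strong as hits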
Target sequence (P47898 whole entry, looked up): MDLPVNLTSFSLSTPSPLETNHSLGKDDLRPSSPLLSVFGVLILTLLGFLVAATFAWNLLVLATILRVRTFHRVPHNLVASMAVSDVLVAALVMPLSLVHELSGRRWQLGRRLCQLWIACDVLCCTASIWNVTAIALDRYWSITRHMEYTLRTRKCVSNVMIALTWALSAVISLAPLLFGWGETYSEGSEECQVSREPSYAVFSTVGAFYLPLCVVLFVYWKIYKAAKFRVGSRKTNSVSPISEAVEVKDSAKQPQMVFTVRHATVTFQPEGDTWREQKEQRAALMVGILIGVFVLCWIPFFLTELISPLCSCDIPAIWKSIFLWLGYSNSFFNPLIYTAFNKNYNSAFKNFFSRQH
SR-BI HDL uptake: blocks mouse SR-BI lipid uptake from DiI-HDL; inhibition, % at 12.5 µM; Q61009; ldlA[mSR-BI] CHO cells, DiI-HDL uptake fluorescence, 3 h; 320,000 tested, 0.96% active;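 active = mean replicate inhibition of at least 70% and a set share of replicates each scoring 70 or more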;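 note: 0% = median of neutral control wells and 100% = median of positive control wells; values of inactives mirror those of a sister screen read the other way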
CDK5 p35 inh: blocks human CDK5/p35 kinase activity; Q00535+Q15078; Recombinant CDK5/p35, ADP-Glo luminescence, 60 min; inhibition, % at 10 µM; 330,000 tested, 0.01% active; AID 488839;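 active = highest replicate inhibition of at least 50% and at least 75% of replicates reaching 50%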;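 note: plate controls were DMSO neutral control for no effect and GW8510 at 10 µM for full effect; many of its hits are not listed in these tables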
V-ATPase pH: alters yeast V-ATPase proton transport. response, % at 10 µM. S. cerevisiae, pHLuorin cytosolic pH fluorescence. 350,000 tested, 0.37% active; in the data active = response mostly above about 7.3%, no sharp cut-off; inactive = mostly below about 5.4%; note: actives read high; inactives centre near 0; some compounds called inactive have numbers as strong as hits; reference of the scale not given here
NSD2 inh: blocks human histone methyltransferase NSD2. O96028. NSD2 peptide methylation, AlphaScreen, 120 min. 310,000 tested, 0.54% active. AID 743445. inhibition, % at 12.5 µM; in the data active = inhibition above about 50%
PvdQ acylase: blocks Pseudomonas aeruginosa PvdQ acylase activity. inhibition, % at 10 µM. purified PvdQ acylase, fluorescence plate reader. 340,000 tested, 0.063% active; in the data active = inhibition above about 30%, passing the limit was not always enough;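 note: 0% = vehicle neutral wells and 100% = reference inhibitor wells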
HTR5A ag ctr: counter-screen for OPRM1-OPRD1 agonists: human HTR5A agonism; P47898; HTR5A agonist assay, luminescence, cell-based; activation, % at 9.3 µM; 340,000 tested, 0.61% active; AID 504692; in the data active = activation mostly above about 9.5%, no sharp cut-off; inactive = mostly below about 7.6%;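 note: 0% = cells with vehicle only and 100% = reference agonist; strong numbers were not always called active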
Wnt act: activates Wnt/beta-catenin signaling in a reporter cell assay | activator, plate reader | activation, % at 9.35 µM | 300,000 tested, 1.2% active; in the data active = activation above about 30%, passing the limit was not always enough;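 note: 0% = neutral control wells and 100% = positive control wells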
dFosB act: mouse delta FosB homodimer activation; P13346; purified delta FosB, TAMRA-CDK5 oligo fluorescence polarization; percent of positive-control signal above neutral wells; activation, % at 25 µM; 340,000 tested, 0.99% active; AID 493131;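 active = mean activation above about 17%, with every replicate also reaching it, limit read from the data, passing the limit was not always enough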;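 note: fluorescence polarization rise as delta FosB binds a TAMRA Cdk5 AP-1 oligo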
Target sequence (P13346 whole entry, looked up): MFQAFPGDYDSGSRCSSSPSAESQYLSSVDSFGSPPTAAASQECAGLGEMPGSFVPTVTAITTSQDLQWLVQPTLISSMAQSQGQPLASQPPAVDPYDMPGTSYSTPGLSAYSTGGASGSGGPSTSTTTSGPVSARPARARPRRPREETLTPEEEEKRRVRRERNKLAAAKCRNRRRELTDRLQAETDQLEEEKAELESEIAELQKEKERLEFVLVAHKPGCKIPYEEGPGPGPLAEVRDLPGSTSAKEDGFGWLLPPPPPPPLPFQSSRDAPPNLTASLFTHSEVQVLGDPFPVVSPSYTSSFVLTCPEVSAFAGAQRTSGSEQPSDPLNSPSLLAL
MITF act: MITF TRPM1 promoter activation in melanoma cells; AID 588334; activation, % at 12.5 µM; 300,000 tested, 0.75% active; SK-MEL-5 TRPM1-promoter luciferase, 24 h; % of positive control, neutral wells = 0;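 active = mean activation of at least 80% with every replicate also reaching 80%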;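 note: 0% = neutral control wells and 100% = parthenolide positive control wells; values of inactives mirror those of a sister screen read the other way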
* = called active by the depositor; · = no result given.

SMILES | HTR5A inv ag | SR-BI HDL uptake | CDK5 p35 inh | V-ATPase pH | NSD2 inh | PvdQ acylase | HTR5A ag ctr | Wnt act | dFosB act | MITF act
CCOC(=O)c1sc(C)c2c1NC1(CCCCC1)NC2=O | -9.3 | 17.6 | -0.5 | 1.3 | 15.5 | -5.6 | 3.6 | -2.7 | 0.3 | -14.1
Cc1ccc(C(=O)OC/C(O)=C(\C#N)c2nc3ccccc3[nH]2)cc1S(=O)(=O)N1CCOCC1 | 11.3 | 15.3 | 0.2 | -0.6 | 2.9 | -6.0 | -4.2 | 4.1 | 10.8 | -18.1
C#Cc1ccc([C@@H]2C=C(C(=O)O)O[C@H](OCCCCO)C2)cc1 | 16.4 | 5.4 | -1.7 | -4.2 | · | -8.7 | 11.0 | -2.3 | -5.7 | 2.9
COc1ccccc1CNC(=O)C(CCSC)NS(=O)(=O)c1ccc2c(c1)oc(=O)n2C (stereo not drawn) | 1.2 | -17.1 | 2.1 | 1.6 | -2.9 | -13.1 | -0.5 | · | 2.9 | 0.2
c1ccc(COc2cccc(CNCc3ccccn3)c2)cc1 | -17.9 | -3.1 | -3.0 | -1.0 | 4.4 | -10.1 | 6.3 | 5.4 | -9.0 | 18.5
COCCNC(=O)Cn1cc(C(=O)c2ccco2)c2ccccc21 | -0.8 | 9.6 | 0.3 | 6.5 | -0.6 | -11.2 | 0.3 | -0.9 | -3.2 | -18.2
CC(C)(C)n1nnnc1C(c1cccc(C#N)c1)N1CCCCCC1 (stereo not drawn) | -18.6 | -9.5 | 0.9 | -7.1 | -2.5 | 7.5 | 1.2 | 12.6 | -12.0 | -0.6
Nc1nc2nc(-c3ccc(Cl)cc3)cc(C(F)(F)F)n2n1 | 14.9 | 6.4 | -0.4 | 0.1 | 2.9 | -9.2 | 4.0 | 0.3 | 0.8 | 2.6
CC(=O)Oc1ccc2c(=O)c(N3C(=O)c4ccccc4C3=O)c(C)oc2c1C | -9.1 | -23.0 | 1.0 | 1.1 | 4.1 | -5.5 | 0.9 | -0.3 | -2.4 | 1.1
Cn1c(-c2ccccc2)cnc1NCc1cc(Cl)ccc1O | 0.6 | -7.5 | 1.8 | -1.0 | -1.2 | -0.4 | -0.2 | 0.0 | 0.0 | ·
Nc1nonc1-n1nnc(C(=O)N/N=C/c2c(Cl)cccc2Cl)c1CN1CCOCC1 | -10.2 | 17.4 | -1.2 | 1.6 | -3.0 | -11.0 | 0.2 | 10.5 | -9.4 | -14.2
C=CCn1c(SCc2cc(=O)n3cc(C)ccc3n2)nnc1-c1ccc(F)cc1 | -1.2 | -20.9 | · | 0.0 | -2.0 | -13.3 | 1.9 | -0.5 | -11.0 | -8.2
CCCCn1c(SCC(=O)N2CCCC2)nc2cc(S(N)(=O)=O)ccc21 | -24.2 | · | -1.4 | -1.1 | -1.6 | -8.3 | -4.8 | 0.1 | -11.8 | -7.0
COc1ccc(NC(=O)NS(=O)(=O)c2ccc(C)cc2)cc1OC | -1.6 | 9.6 | -0.5 | -0.5 | 8.3 | 2.9 | 0.6 | 31.8* | 7.9 | 4.9
COc1cccc(Nc2nc(-c3cccnc3)cs2)c1 | 15.8 | 20.3 | 0.9 | 1.8 | -3.6 | -13.7 | -4.3 | 17.5 | -10.1 | 80.6*
CC(C)Cn1c(C23CC4CC(CC(C4)C2)C3)n[nH]c1=S | 8.3 | 6.9 | 1.7 | 1.7 | 7.6 | 3.5 | -2.4 | -11.0 | -6.1 | ·
CN(Cc1ccccc1)C(=O)COC(=O)C1CCN(S(=O)(=O)c2cccs2)CC1 | · | -0.8 | -0.2 | 0.5 | 0.3 | -14.8 | · | -1.9 | -4.2 | 1.0
Cc1ccc(-c2nnc(COC(=O)c3cccs3)o2)cc1 | 3.8 | -12.3 | 0.2 | -0.4 | -2.8 | -15.5 | 1.7 | 4.3 | -14.2 | 47.1
COc1ccc(N2C(=O)CC(NC3CCCCNC3=O)C2=O)cc1 (stereo not drawn) | 10.3 | -6.5 | -4.9 | 5.5 | -0.8 | -14.6 | -3.6 | · | 5.5 | -4.5
O=C(O)C1CN(C(=O)c2ccccc2)c2cc(Cl)ccc2O1 (stereo not drawn) | 5.0 | -5.7 | -3.3 | -4.0 | -3.0 | -26.6 | -1.4 | 2.6 | -5.1 | -2.3
CN(C)c1ccc(-c2nc3cc(N)ccc3o2)cc1 | 7.2 | 3.4 | 0.9 | 2.4 | -0.7 | -26.1 | 5.2 | -0.4 | -6.6 | ·
Cc1nnsc1C(=O)Nc1cccc(Cl)c1C | -17.6 | -17.1 | -0.8 | -3.3 | · | -6.1 | 3.7 | 0.9 | 0.3 | -3.9
Cc1cccc(N2CCN(S(=O)(=O)c3ccc4c(c3)CCCN4C(=O)C3CCC3)CC2)c1C | 5.3 | -2.4 | · | 0.1 | -3.1 | 8.6 | -4.9 | -2.6 | -8.5 | -8.3
NC(=S)N/N=C1\CC(c2ccc3c(c2)OCCO3)Oc2ccc(F)cc21 (stereo not drawn) | -4.4 | 32.0 | 0.6 | 2.6 | -0.7 | -9.0 | 1.7 | 14.5 | 10.6 | 10.4
COc1ccc(C(=O)CCC(=O)N2CCN(c3ccc(N4CCOCC4)nn3)CC2)cc1 | -15.7 | -13.6 | 0.3 | -0.5 | · | -12.6 | 5.3 | -3.0 | -2.4 | 14.9
(further entries)
SMILES | HTR5A inv ag | SR-BI HDL uptake | CDK5 p35 inh | V-ATPase pH | NSD2 inh | PvdQ acylase | HTR5A ag ctr | Wnt act | dFosB act | MITF act
COc1ccc(C2=Nc3nc(-c4ccccc4)cn3C(c3ccc(OC)cc3)C2)cc1 (stereo not drawn) | 4.5 | 27.1 | -1.5 | 6.1 | -1.5 | -13.7 | -3.2 | -3.9 | 3.0 | 17.8
Clc1ccc(-n2cnnn2)cc1 | -1.6 | -9.1 | 0.1 | -14.6 | -0.8 | 14.5 | -2.7 | -2.8 | 0.8 | 1.5
COC(=O)C1=C(N)Oc2cc(C)[nH]c(=O)c2C1c1cccnc1 (stereo not drawn) | -22.8 | · | 1.1 | -6.3 | -1.0 | -9.1 | 3.5 | · | 1.2 | -7.6
O=C(c1cccc(S(=O)(=O)N2CCCCC2)c1)N1CCN(c2ccccc2)CC1 | 26.0 | -13.3 | 0.2 | -1.5 | 1.2 | 3.3 | 4.7 | 0.1 | 0.8 | -3.6
CCOC(=O)Cc1csc(NC(=S)NC(=O)c2cccc([N+](=O)[O-])c2)n1 | -3.4 | -17.9 | -1.9 | -0.8 | 2.7 | -12.0 | 6.3 | -2.6 | -7.3 | -1.5
CCOc1ccc(N(C(=O)c2snc(C(N)=O)c2N)C(C(=O)NC2CCCC2)c2ccncc2)cc1 (stereo not drawn) | 7.8 | -15.3 | -1.1 | -0.9 | 18.1 | -8.6 | -4.9 | 0.3 | -6.9 | 4.0
Cc1nnc(NCc2cccc(Cl)c2)c2ccccc12 | 1.3 | · | 0.2 | 0.5 | 0.9 | -11.9 | -1.5 | 0.1 | -8.2 | -13.0
Cn1c(-c2ccc(Br)cc2)cnc1NCc1ccc(C#N)cc1 | -2.2 | 6.9 | -0.2 | 3.1 | 5.4 | -2.5 | 0.6 | -2.5 | -10.6 | -0.1
COCCC(=O)Nc1c(-c2ccccc2)c2cc(Br)ccc2[nH]c1=O | -3.1 | -21.9 | 1.7 | 10.1 | 0.8 | 3.8 | 7.4 | -1.1 | -7.4 | -4.0
O=C(NCCCCc1ccccc1)c1cc([N+](=O)[O-])cc([N+](=O)[O-])c1 | -4.1 | 12.1 | -3.5 | -0.9 | 4.2 | -23.2 | 6.6 | -0.9 | -5.1 | ·
O=C(Nc1ccc2ccccc2c1)c1ccc(Br)o1 | -2.8 | 39.4 | 1.6 | 1.3 | -1.0 | -9.3 | 1.5 | 27.8 | -15.4 | 20.8
Cc1cc(-c2ccc(C)c(S(=O)(=O)N3CC(=O)Nc4ccccc43)c2)on1 | -7.7 | 1.3 | -0.5 | -1.6 | -4.1 | -7.2 | 2.0 | -1.1 | -3.6 | -3.4
Oc1c(CN2CCOCC2)cc(CN2CCOCC2)c(O)c1CN1CCOCC1 | -3.9 | -6.2 | 1.9 | 0.7 | 0.0 | -18.2 | 1.0 | 0.1 | -7.0 | -8.0
COC(=O)c1ccc(CN2CCCCC2)cc1 | -27.2 | -5.1 | -5.4 | 3.6 | -0.7 | -13.8 | -3.0 | 0.5 | -4.2 | -0.3
CCOC(=O)N1CCN(C(=O)CSCC(=O)Nc2nc(-c3ccc4c(c3)OCO4)cs2)CC1 | 5.4 | 50.5 | 0.0 | -4.1 | · | -4.6 | -2.1 | 0.4 | -3.8 | 16.6
CSc1ncccc1C(=O)OCC(=O)c1ccc(C)s1 | -18.4 | -14.2 | -1.0 | -4.1 | -1.3 | -8.4 | 4.7 | 16.1 | 1.2 | 10.1
CC1=CC(=C(C#N)c2nc3ccccc3s2)C=C(C)N1c1ccc(F)cc1 | -8.5 | 49.9 | -0.1 | -0.7 | 6.5 | -6.3 | 2.5 | -2.1 | -3.9 | 62.9
CCNc1nc(Oc2ccc(OC)cc2)cc(C(F)(F)F)n1 | -5.7 | 16.8 | -0.2 | -0.2 | 3.1 | 3.1 | 1.0 | 6.2 | -3.9 | -8.5
CSCC[C@H](NS(=O)(=O)c1ccc(C)cc1)C(=O)N1CCC(C(=O)N[C@H](C(=O)O)c2ccccc2)CC1 | -14.4 | 10.0 | 0.1 | -0.3 | · | -12.4 | -1.3 | -1.3 | -5.0 | ·
CC1C(=O)NC(=O)C1c1ccccc1 (stereo not drawn) | 14.2 | 0.3 | 1.1 | 1.8 | 1.1 | -8.1 | -1.7 | -0.7 | 1.3 | ·
Cc1cc(C)c(NC(=S)NC(=O)c2c(Cl)c(C)nn2C)c([N+](=O)[O-])c1 | 4.4 | 16.6 | -2.9 | 2.5 | 12.6 | -24.7 | 3.4 | · | 1.9 | -18.5
CC1CC(C)CN(S(=O)(=O)c2ccc3oc(=O)ccc3c2)C1 (stereo not drawn) | 12.0 | 10.4 | -1.6 | 2.2 | 9.2 | 4.0 | -2.0 | -0.8 | -3.7 | -3.4
Cn1cnnc1SCC(=O)NC1CCCc2ccccc21 (stereo not drawn) | 0.8 | -10.0 | -0.6 | -2.9 | -2.4 | -7.9 | -0.3 | -0.3 | -7.0 | 2.2
COc1ccc(OC)c(C2C(C(=O)c3cc4ccccc4o3)=C(O)C(=O)N2c2cc(C)on2)c1 (stereo not drawn) | -25.8 | -4.4 | 0.3 | 2.9 | -2.2 | 7.4 | 3.6 | · | -9.5 | -4.5
CCn1c(CCNC(=O)c2ccc(F)cc2)nc2ccccc21 | -6.7 | -3.8 | -0.3 | -0.2 | · | -8.7 | 3.3 | -2.7 | -4.6 | 7.9
O=C1S/C(=C\c2ccc(O)c([N+](=O)[O-])c2)C(=O)N1c1ccccc1Cl | -5.6 | -20.2 | 0.8 | -1.9 | 20.4 | 6.4 | 2.0 | -0.2 | -5.7 | -4.6

An excerpt of these results, as labelled records.
canonical_smiles: CCNc1nc(Oc2ccc(OC)cc2)cc(C(F)(F)F)n1
  HTR5A inv ag = -5.7
  SR-BI HDL uptake = 16.8
  CDK5 p35 inh = -0.2
  V-ATPase pH = -0.2
  NSD2 inh = 3.1
  PvdQ acylase = 3.1
  HTR5A ag ctr = 1.0
  Wnt act = 6.2
  dFosB act = -3.9
  MITF act = -8.5

canonical_smiles: CSCC[C@H](NS(=O)(=O)c1ccc(C)cc1)C(=O)N1CCC(C(=O)N[C@H](C(=O)O)c2ccccc2)CC1
  HTR5A inv ag = -14.4
  SR-BI HDL uptake = 10.0
  CDK5 p35 inh = 0.1
  V-ATPase pH = -0.3
  NSD2 inh = ·
  PvdQ acylase = -12.4
  HTR5A ag ctr = -1.3
  Wnt act = -1.3
  dFosB act = -5.0
  MITF act = ·
